RGS4 pot = RGS4 potentiators or activators, primary screen, cell-based, HEK293 M3R inducible RGS4, calcium flux; carbachol calcium flux Fluo4; active compounds read low; B-score at 10 µM; hit rate 0.92% among 310,000;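 active means B-score of the integrated calcium signal more than 4 SD below the library mean, with starting fluorescence not abnormally high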;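 further: negative B-score means reduced calcium response which marks RGS4 activation or potentiation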
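Assay system: Inducible-RGS4 HEK293 cells carrying M3 receptor | Schedule: Compound preincubation 20 min at room temperature before agonist | Signal: Kinetic calcium fluorescence imaging with Fluo4-AM dye, 2 µM | Read-out basis: B score from integrated fluorescence ratio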
MrgX1 antag = antagonists of human MrgX1 receptor, primary screen, HEK293 cells, Fluo-4 calcium flux; B-score at 10 µM; hit rate 1.3% among 310,000; BAM8-22 antagonism; active compounds read low; AID 588676, 2011;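 active means calcium-response B-score plate-corrected more than 3 library SD below zero, starting fluorescence within 5 deviations, no agonist response on first addition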;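 further: peak minus trough fluorescence over baseline after final BAM8-22 challenge near maximal dose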
Target sequence (Q96LB2 whole entry, looked up): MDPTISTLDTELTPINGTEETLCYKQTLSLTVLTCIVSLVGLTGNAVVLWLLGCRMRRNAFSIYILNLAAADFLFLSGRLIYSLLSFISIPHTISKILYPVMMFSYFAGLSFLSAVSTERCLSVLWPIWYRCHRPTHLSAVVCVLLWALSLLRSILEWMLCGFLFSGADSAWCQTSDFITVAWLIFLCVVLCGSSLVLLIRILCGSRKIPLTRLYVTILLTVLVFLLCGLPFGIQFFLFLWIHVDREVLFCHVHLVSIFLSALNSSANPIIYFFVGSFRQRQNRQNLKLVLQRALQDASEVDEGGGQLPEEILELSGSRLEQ
MrgX1 PAM = positive allosteric modulators of MrgX1, primary screen, HEK293 cells, Fluo-4 calcium flux; AID 588675, 2011; FDSS; active compounds read high; B-score at 10 µM; hit rate 0.63% among 310,000; Mas-related G-protein coupled receptor member X1 (Homo sapiens), Q96LB2;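 active means plate-corrected calcium response at least 3 library SD above typical, normal starting fluorescence, not activating the receptor alone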;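 further: compound read alongside a low EC10 to EC30 dose of BAM8-22 agonist; peak minus trough fluorescence over baseline measured at the second addition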
HIF activator = HIF pathway transcriptional activators, primary screen, cell-based, U2OS HRE-luciferase, luminescence | U2OS HRE-luciferase reporter; normalized: DMSO 0%, desferrioxamine 100% | activation, % at 7.5 µM (by protocol) | hit rate 0.32% among 300,000 | AID 1910, 2009;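 active means mean activation of at least 10% of the iron chelator positive control signal, with at least half of replicates also reaching 10%; inconclusive means mean and replicate majority disagree about reaching 10%; inactive means mean and most replicates under 10%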
TRPC6 inh = mouse TRPC6 channel inhibitors, primary screen, cell-based, HEK293, membrane potential dye. Short transient receptor potential channel 6 (Mus musculus), Q61143. ACh-evoked depolarization; active compounds read low. hit rate 1.1% among 310,000. B-score at 10 µM;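 active means B-score under library mean minus 3 SD, initial fluorescence not abnormally high, positive integrated signal ratio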;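 further: B-score derived from integrated fluorescence ratio over the kinetic read; more negative B-score means stronger inhibition of depolarization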
TRPC4 block = inhibitors of mouse TRPC4 channel, primary screen, Fluo4 calcium, HEK293 TRPC4beta/mu-opioid cells. Short transient receptor potential channel 4 (Mus musculus), Q9QUQ5. DAMGO-evoked Fluo4 calcium flux; active compounds read low. B-score at 10 µM. hit rate 0.39% among 300,000;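 active means B-score over 3 SD under the library average, no early fluorescence shift, positive overall ratio signal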
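Material: HEK293 cells with stable TRPC4beta plus mu-opioid receptor expression; probe or stimulus: DAMGO in two steps, submaximal then maximal; technique: Fluo4 calcium fluorescence by kinetic imaging, 5 s 1 Hz baseline; measure: integrated fluorescence ratio relative to baseline, converted to per-well B score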
MrgX1 agonist = agonists of human MrgX1 receptor, primary screen, HEK293 cells, Fluo-4 calcium flux; Mas-related G-protein coupled receptor member X1 (Homo sapiens), Q96LB2; Fluo-4 calcium fluorescence, agonist mode; active compounds read high; B-score at 10 µM; hit rate 0.44% among 310,000;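 active means calcium response B-score plate-corrected fluorescence ratio at least 3 library SD, with starting fluorescence B-score inside 5 SD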
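System – MrgX1-expressing HEK293 cells · Incubation – cells plated overnight, dye loaded 0.5 h 37 °C, 0.5 h room temperature · Technique – kinetic Fluo-4 NW fluorescence of intracellular calcium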
SKKanGAS inh = S. pyogenes SKKanGAS growth inhibitors in kanamycin, primary screen, streptokinase expression inhibitor project, SKKanGAS strain, BacTiter-Glo luminescence | 6 h | inhibition, % at 7.5 µM | hit rate 1.3% among 300,000 | AID 1662, 2009;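 active means mean replicate score, as percent of positive control median, at least 50; inconclusive means mean below 50 but one replicate at or above 50; inactive means mean and every replicate below 50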;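 further: strain carries kanamycin resistance gene driven by streptokinase promoter and grows in 40 µg/ml kanamycin; loss of luminescence reflects streptokinase promoter inhibition or plain growth inhibition; 0% = median of DMSO wells and 100% = positive control at its reference dose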
Platelet DG rel = inhibitors of platelet dense granule secretion, primary screen, cell-based, MLPCN, human platelets. human platelet-rich plasma, SFLLRN dense granule ATP release, luminescence. inhibition, %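 (compounds screened at 7.5 µM in platelet-rich plasma)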. hit rate 0.22% among 300,000. AID 1663, 2009;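 active means mean replicate score, as percent of positive control, at or above 50; inconclusive means mean below 50 but at least one replicate at or above 50; inactive means mean and every replicate below 50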
RGS4 inh = RGS4 inhibitors, primary screen, cell-based, HEK293 M3R inducible RGS4, calcium flux; hit rate 0.45% among 310,000; B-score at 10 µM; Fluo-4 calcium flux; active compounds read high; triggered by carbachol at its EC20; Regulator of G-protein signaling 4 (Homo sapiens), P49798;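 active means B-score, a plate-corrected calcium signal, over three deviations above library mean, with baseline fluorescence within five deviations of library mean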;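 further: RGS4 expression induced by doxycycline in cells with stable M3 receptor; B-score is computed from the integrated fluorescence ratio over baseline after carbachol; higher B-score means a larger calcium signal and so more RGS4 inhibition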
Target sequence (P49798 whole entry, looked up): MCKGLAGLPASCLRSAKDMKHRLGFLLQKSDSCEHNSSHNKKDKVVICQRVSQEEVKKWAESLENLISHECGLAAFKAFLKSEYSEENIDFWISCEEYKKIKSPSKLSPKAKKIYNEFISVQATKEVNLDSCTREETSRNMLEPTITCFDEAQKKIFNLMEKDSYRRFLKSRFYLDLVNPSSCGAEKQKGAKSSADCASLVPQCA
TRPC6 activator = mouse TRPC6 channel activators, primary screen, cell-based, HEK293, membrane potential dye; Short transient receptor potential channel 6 (Mus musculus), Q61143; HEK293-TRPC6 membrane potential dye fluorescence; active compounds read high; B-score at 10 µM; hit rate 0.13% among 310,000;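 active means B-score of the integrated fluorescence ratio above library mean plus 3 SD, and starting fluorescence ratio within library mean plus 5 SD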;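 further: higher score means more depolarization so channel activation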
Active calls of the source: *; i = inactive; u = inconclusive; & = joins results of further samples. An unsorted share of the library. About 6.1% of those tested had a hit in this group.

Every second line gives: RGS4 pot, MrgX1 antag, MrgX1 PAM, HIF activator, TRPC6 inh, TRPC4 block, MrgX1 agonist, SKKanGAS inh, Platelet DG rel, RGS4 inh, TRPC6 activator
Clc1nc(CN2CCCCC2)nc2sc3c(c12)CCC3
 : i, i, i, 0.7, i, i, i, 5, -6, i, i
C[C@H](CCC(=O)O)[C@H]1CC[C@H]2[C@@H]3[C@H](O)C[C@@H]4C[C@H](O)CC[C@]4(C)[C@H]3C[C@H](O)[C@]12C
 : i, i, i, 0.3&0.0&0.2, i, i, i, -1&8&5, -1&-7&-5, i, i
CCCCn1c(N)c(N(CC(C)C)C(=O)c2ccc(S(=O)(=O)N3CCCCCC3)cc2)c(=O)[nH]c1=O
 : i, i, i, -0.4, i, i, i, 20, 5, i, i
CCc1c(C)nc(N)n2c(SCC(=O)N3CCCc4ccccc43)nnc12
 : i, i, i, -0.1, i, i, i, 10, 10, i, i
CC(Oc1cccc(Cl)c1)C(=O)Nc1ccc(N2CCOCC2)cc1N1CCOCC1 (stereo not drawn)
 : i, i, i, -0.5, i, i, i, 4, 5, i, i
CC(C(=O)c1ccccc1)[n+]1cccc(C(N)=O)c1 (stereo not drawn)
 : i, i, i, 0.4, i, i, i, -10, -5, i, i
O=C(Nc1ccc(S(=O)(=O)N2CCC(C(=O)NC3CCCCC3)CC2)cc1)c1ccco1
 : i, i, i, -0.7, i, i, i, 3, 0, i, i
O=C(NC1CCN(S(=O)(=O)c2ccccc2F)CC1)c1cccnc1
 : i, i, i, 0.1, i, i, i, 0, 7, i, i
Cn1c(=O)[nH]c(=O)c2c1nc(N1CCCCC1)n2C/C=N/NC(=O)c1cc(Br)ccc1O
 : i, i, i, 0.0, i, i, i, -5, -3, i, i
CC(C)Cc1cc(C(=O)N2CCN(C(c3ccccc3)c3ccccc3)CC2)no1
 : i, i, i, 0.0, i, i, i, 12, 1, i, i
CC[n+]1c(/C=C/c2ccc(OC(C)=O)c(OC)c2)ccc2ccccc21
 : i, i, i, -0.6, -7.6*, i, i, 6, 14, i, i
CCCCCCC(=O)NC(Nc1ccc(S(N)(=O)=O)cc1)C(Cl)(Cl)Cl (stereo not drawn)
 : i, i, i, -0.2, i, i, i, 0, 1, i, i
CCOC(=O)/C=C1\CN(C(C)c2ccccc2)S(=O)(=O)c2ccccc21 (stereo not drawn)
 : i, i, i, 1.2, i, i, i, 27, 10, i, i
Cc1cc(OCCCCOc2ccc(S(N)(=O)=O)c(C)c2)ccc1S(N)(=O)=O
 : i, i, i, -0.4, i, i, i, 15, -2, i, i
Cc1ccc(OCc2nc(C#N)c(N3CCCC3)o2)cc1
 : i, i, i, -0.1, i, i, i, 2, -4, i, i
COc1cccc(NC(C)=[N+](C)CCNS(=O)(=O)c2ccc(Cl)cc2)c1
 : i, i, i, 3.0, i, i, i, -3, -4, i, i
Cc1ccccc1OCC(=O)NC1=NCCS1
 : i, i, i, -0.6, i, i, i, -3, -3, i, i
CCCCn1c(N)c(NCc2ccccc2OC)c(=O)[nH]c1=O
 : i, i, i, -0.2, i, i, i, -4, 3, i, i
COc1ccc(OC)c(C(=O)c2ccc(C(=O)Nc3ccccc3)cc2)c1
 : i, i, i, -0.3, i, i, i, 10, -4, i, i
CCCOc1ccc(C(=O)NCCC(=O)NCCCC(=O)O)cc1
 : i, i, i, 0.1, i, i, i, 1, 0, i, i
Cc1ccc(OCCOCCn2ccnc2)c(Br)c1
 : i, i, i, 0.9, i, i, i, -8, -2, i, i
O=C(Nc1cccc(-c2cn3ccsc3n2)c1)c1ccccc1
 : i, i, i, 0.8, i, i, i, -2, 1, i, i
CS(=O)(=O)c1ccccc1C(=O)Nc1cccc2ncccc12
 : i, i, i, -0.7, i, i, i, -5, -3, i, i
Cc1cc(Nc2ccc(Br)cc2)nc(-c2ccccc2O)n1
 : i, i, i, -1.6, i, i, i, 18, -12, i, i
O=C1c2ccccc2C(=O)N1CCn1ccnc1
 : i, i, i, -0.1, i, i, i, 0, 3, i, i
Cc1cccn2c(CN(C)C3CCCc4ccccc43)c(C(=O)N3CCOCC3)nc12 (stereo not drawn)
 : i, i, i, -0.1, i, i, i, -3, -2, i, i
Cc1c(Br)c([N+](=O)[O-])nn1CC(=O)NC1CCCCCC1
 : i, i, i, -0.3, i, i, i, 7, 2, i, i
CN(C)C(=O)CN1C(=O)C2CC=C(Cl)CC2C1=O (stereo not drawn)
 : i, i, i, 1.2, i, i, i, 0, u, i, i
CCc1ccc(Nc2nnc(SCC(=O)NC(=O)c3cccn3C)s2)cc1
 : i, i, i, -0.3, i, i, i, 3, -6, i, i
O=S1(=O)N=C(N/N=C/c2ccco2)c2ccccc21
 : i, i, i, 0.1, i, i, i, -1, -1, i, i

Additional compounds follow:
Every second line gives: RGS4 pot, MrgX1 antag, MrgX1 PAM, HIF activator, TRPC6 inh, TRPC4 block, MrgX1 agonist, SKKanGAS inh, Platelet DG rel, RGS4 inh, TRPC6 activator
CNC(=O)c1[nH]cnc1C(=O)Nc1cccc(OC)c1
 : i, i, i, 1.0, i, i, i, -12, -7, i, i
CC(C)(C)C1=Nn2c(nnc2-c2ccccc2F)SC1
 : i, i, i, 0.1, i, i, i, 1, 7, i, i
O=c1c2c3c(sc2ncn1/N=C/c1ccccc1)CCCC3
 : i, i, i, -0.2, i, i, i, -12, 4, i, i
CC(C)(C)c1ccc(C(=O)N2CCC(=O)N(C(COCc3ccccc3)Cc3ccccc3)CC2)cc1 (stereo not drawn)
 : i, i, i, -0.6, i, i, i, 22, -2, i, i
CC(NC(=O)c1ccnn1C)C1CCCO1 (stereo not drawn)
 : i, i, i, 0.3, i, i, i, -4, 2, i, i
COc1ccc(C(=O)CSc2nnc(CNC(=O)c3ccco3)n2C)cc1
 : i, i, i, -0.2, i, i, i, 0, 4, i, i
O=C1Nc2ccc(F)cc2C12Nc1ccccc1-c1nnc(SCc3ccccc3Cl)nc1O2 (stereo not drawn)
 : i, i, i, -0.4, i, i, i, -3, -8, i, i
Cc1c(C#N)c(NC(=O)c2cccc(Cl)c2)n(Cc2ccccc2)c1C
 : i, i, i, -0.9, i, i, i, 5, 0, i, i
Nc1nc(SCn2nnc3ccccc3c2=O)n[nH]1
 : i, i, i, 0.5, i, i, i, -3, -1, i, i
COc1cc(C2NC(=O)NC(O)(C(F)(F)F)C2C(=O)c2cccs2)ccc1O (stereo not drawn)
 : i, i, i, 1.8, i, i, i, -2, 5, i, i
Cc1[nH]c2ccc(-c3n[nH]c(=S)n3Cc3ccccc3)cc2c1C
 : i, i, i, 0.2, i, i, i, 6, 4, i, i
Cc1cc(C)n(-c2cc(C(=O)O)cc(C(=O)O)c2)n1
 : i, i, i, -0.6, i, i, i, 1, -3, i, i
CCOc1ccc(S(=O)(=O)N2CCCC(C(=O)NCc3ccco3)C2)cc1 (stereo not drawn)
 : i, i, i, 0.2, i, i, i, -5, 24, i, i
COCCN(CC1CCCN(C2Cc3ccccc3C2)C1)C(=O)CCC(F)(F)F (stereo not drawn)
 : i, i, i, 0.7, i, i, i, 0, -10, i, i
O=C1NC(=S)N(C(=O)c2ccc(F)cc2)/C1=C/c1ccccc1
 : i, -5.5*, i, -0.1, i, i, i, 11, 0, i, i
COc1ccccc1CC(=O)N1CCN(c2ccccn2)CC1
 : i, i, i, 0.2, i, i, i, -6, 1, i, i
CN(CC(=O)Nc1cccc(C#N)c1)Cc1ccc(Cl)cc1
 : i, i, i, 0.0, i, i, i, 21, -4, i, i
O=C1CC(C(=O)Nc2ccc(Br)cc2)S/C(=N\N=C\c2ccco2)N1 (stereo not drawn)
 : i, i, i, 0.5, i, i, i, 20, -10, i, i
Cn1c2ccccc2n2c(=O)cc(-c3ccccc3)c(C#N)c12
 : i, i, i, 0.3, i, i, i, 0, 22, i, i
CCOC(=O)C1CCCN(c2c(NCCCN(C)c3ccccc3)c(=O)c2=O)C1 (stereo not drawn)
 : i, i, i, 0.0, i, i, i, 4, -11, i, i
CC(C)CC(c1nnnn1Cc1ccc2c(c1)OCO2)N1CCC(C(N)=O)CC1 (stereo not drawn)
 : i, i, i, 0.1, i, i, i, -1, 7, i, i
COc1ccc(C(=O)NNC(=O)OC(C)(C)C)cc1
 : i, i, i, 0.6, i, i, i, -3, -2, i, i
CCOc1ccccc1N/C=C(\C#N)c1nc2ccccc2n1C
 : i, i, i, -0.2, i, i, i, -9, 4, i, i
N#Cc1nc(COc2cccc(Cl)c2)oc1N1CCCC1
 : i, i, i, -0.3, i, i, i, 1, -1, i, i
CCOc1ccc(S(=O)(=O)N2CCOCC2)cc1NC(=O)Cc1c(F)cccc1Cl
 : i, i, i, 0.0, i, i, i, -12, -2, i, i
CCOc1ccc(N(C)S(=O)(=O)c2ccc3[nH]cc(C(=O)NCCOC)c(=O)c3c2)cc1
 : i, i, i, -0.3, i, i, i, 0, -7, i, i
COC(=O)c1ccc2c(=O)n(Cc3ccc4c(c3)OCO4)c(=S)[nH]c2c1
 : i, i, i, -0.2, i, i, i, 2, -5, i, i
c1ccc(CN2CCN(c3ncccn3)CC2)cc1
 : i, i, i, -0.2, i, i, i, 6, 3, i, i
CCCCCc1cc(=O)oc2c(C(CCN3CCCC3)c3ccc(N(C)C)cc3)c(OC)cc(OC)c12 (stereo not drawn)
 : i, i, i, -1.9, i, i, i, 14, -1, i, i
Fc1cccc(NC(=S)Nc2cccc3ccccc23)c1
 : i, i, i, 3.2, i, i, i, 9, 1, i, i

From PubChem BioAssay
